# Bioassay records deposited in PubChem BioAssay by several laboratories.
# Candida biofilm: clotrimazole potentiators killing Candida biofilms, primary screen, with clotrimazole, Alamar Blue; C. albicans biofilm + clotrimazole; inhibition, % at 6 µM; actives 0.14% (n = 85,000); AID 834, 2007;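 active = inhibition above 20%; inactive = inhibition below 20%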;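 also: preformed 24 hr biofilms exposed to compound for 48 hr; 0% = biofilm without compound and 100% = blank killed by clotrimazole plus chlorhexidine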
# hDAT+cocaine: changed hDAT dopamine uptake under cocaine IC80, either direction, primary screen, cocaine antagonist project, cell-based, LLC-PK1 hDAT, [14C]-dopamine uptake, MLSMR; Sodium-dependent dopamine transporter (Homo sapiens), Q01959; LLC-PK1 hDAT cells, [14C]-dopamine uptake with cocaine IC80; actives deviate in either direction; B-score at 10 µM; actives 1.3% (n = 110,000); AID 449768, 2010;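 active = Z score or B-score, a plate-position-corrected score, falls beyond the plate's 99.7% confidence bounds, in either direction; inactive = both scores lie inside the 99.7% bounds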;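 also: scored against the spread of the other compound wells on the same plate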
# Target sequence (Q01959 whole entry, looked up): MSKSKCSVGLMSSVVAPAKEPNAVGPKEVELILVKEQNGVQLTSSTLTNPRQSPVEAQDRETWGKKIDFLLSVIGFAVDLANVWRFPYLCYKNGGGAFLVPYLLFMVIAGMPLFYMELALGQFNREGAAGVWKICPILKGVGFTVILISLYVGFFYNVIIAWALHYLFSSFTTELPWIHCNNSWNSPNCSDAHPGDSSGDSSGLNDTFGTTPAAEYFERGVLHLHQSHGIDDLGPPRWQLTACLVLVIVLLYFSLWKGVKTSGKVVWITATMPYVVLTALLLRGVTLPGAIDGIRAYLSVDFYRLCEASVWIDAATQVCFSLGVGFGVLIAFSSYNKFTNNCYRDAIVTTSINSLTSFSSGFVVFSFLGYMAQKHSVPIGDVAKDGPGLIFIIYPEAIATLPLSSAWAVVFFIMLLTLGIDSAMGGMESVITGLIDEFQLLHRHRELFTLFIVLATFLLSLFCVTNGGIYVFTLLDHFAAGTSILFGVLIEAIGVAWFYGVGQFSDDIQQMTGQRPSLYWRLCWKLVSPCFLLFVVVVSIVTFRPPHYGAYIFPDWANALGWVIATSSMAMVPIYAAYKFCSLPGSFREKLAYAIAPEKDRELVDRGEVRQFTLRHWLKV
# MT1-MMP txn act: MT1-MMP promoter reporter activation – cell-based, luciferase luminescence, primary screen | activation factor at 10 µM | HT1080 MT1-MMP promoter luciferase reporter, overnight; stronger effect = higher value | actives 0.16% (n = 86,000);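 active = activation factor of at least 2 for MT1-MMP transcription at 10 µM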
# cytoskel mod: modifiers of F-actin cytoskeleton organization, primary screen, imaging, HUVEC, phalloidin staining, high-content imaging; HUVEC TNFa F-actin phalloidin imaging; inhibition, % at 2 µM; actives 0.18% (n = 91,000);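 active = inhibition above the batch mean plus 3 SD and confirmed as a hit by visual image inspection, cut at about 30% in these data, passing the limit was not always enough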; also: strong numbers were not always called active
# VCAM1 TNFa inh: inhibitors of TNFa-induced VCAM1 expression, primary screen, imaging, HUVEC, TNFa stimulus, immunofluorescence. HUVEC TNFa-induced VCAM-1 immunofluorescence, high-content imaging. inhibition, % at 2 µM. actives 0.48% (n = 95,000). AID 802, 2007;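 active = inhibition above the batch mean plus 3 SD, with images confirmed as a hit by eye, cut at about 37% in these data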;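 also: 0% = TNF-stimulated DMSO wells and 100% = unstimulated control wells; not every result past the cut was called active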
# LYP inh 2: PTPN22 phosphatase inhibitors, primary screen, biochemical, DiFMUP fluorescence, 2 µM; Tyrosine-protein phosphatase non-receptor type 22 (Homo sapiens), Q9Y2R2; recombinant LYP catalytic domain; inhibition, % at 2 µM; actives 0.21% (n = 96,000);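 active = inhibition at 2 µM at or above a set limit, the screen mean plus 3 SD, cut at about 24% in these data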;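 also: 0% = DMSO with enzyme and 100% = enzyme fully blocked by orthovanadate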
# HUVEC tox IL1B: cytotoxicity in IL-1B stimulated HUVEC, primary screen, cytotoxicity control for IL-1B NFkB translocation project, imaging, Hoechst nuclear count, IL-1B stimulus; HUVEC cell count loss; actives 0.41% (n = 94,000); cell count reduction, % at 2 µM;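 active = cell count reduction more than 3 SD above the screen-wide mean, cut at about 70% in these data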;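 also: normalized per plate to untreated control cells as the no-loss baseline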
# TNFa cytotox: cytotoxicity in TNFa-stimulated HUVEC, primary screen, cytotoxicity control for VCAM1 expression modulator project, imaging, Hoechst nuclei count; actives 0.17% (n = 93,000); cell count reduction, % at 2 µM; HUVEC TNFalpha-stimulated, Hoechst cell count;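 active = cell count reduction exceeding the screen mean by over 5 SD, scaled to untreated wells per plate, cut at about 78% in these data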;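 also: cells counted after 24 h of TNF alpha exposure following the 1 h pretreatment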
# Smad3 inh: Smad3/FoxH1 peptide binding inhibitors, primary screen, biochemical, TR-FRET; Mothers against decapentaplegic homolog 3 (Homo sapiens), P84022; TR-FRET Smad3/Dy647-FoxH1 peptide binding, europium anti-His; inhibition, % at 25 µM; actives 0.29% (n = 88,000);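 active = compounds that reduce the energy-transfer binding signal between the protein and its labelled peptide by more than half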;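 also: 0% = Smad3 plus labelled peptide maximal FRET and 100% = peptide-only background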
# Target sequence (P84022 whole entry, looked up): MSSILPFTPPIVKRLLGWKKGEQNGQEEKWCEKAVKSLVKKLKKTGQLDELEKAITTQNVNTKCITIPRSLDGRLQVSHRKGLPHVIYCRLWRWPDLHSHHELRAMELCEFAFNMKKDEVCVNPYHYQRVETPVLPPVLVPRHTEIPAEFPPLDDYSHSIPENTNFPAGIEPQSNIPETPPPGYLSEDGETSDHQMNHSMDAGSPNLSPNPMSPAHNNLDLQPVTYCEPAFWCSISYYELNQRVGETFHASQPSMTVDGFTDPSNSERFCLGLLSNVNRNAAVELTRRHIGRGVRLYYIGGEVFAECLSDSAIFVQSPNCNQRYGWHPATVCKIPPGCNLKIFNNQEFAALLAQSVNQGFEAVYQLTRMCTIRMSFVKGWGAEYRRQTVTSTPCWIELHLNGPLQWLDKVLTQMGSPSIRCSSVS
# Starred values were filed as active, the others as inactive; / = no result given; & = joins results of further samples; [ ] = dose if it differs, or a comment. This is a subset, so the mix of outcomes need not match the whole.
SMILES,Candida biofilm,hDAT+cocaine,MT1-MMP txn act,cytoskel mod,VCAM1 TNFa inh,LYP inh 2,HUVEC tox IL1B,TNFa cytotox,Smad3 inh
CCOc1ccccc1N1CC(C(=O)Nc2ccc(C(=O)O)cc2)CC1=O (stereo unspecified),-1,0.19,1.3,-3,10,-9,-45,-25,-6
Cc1cc(/C=N/n2cnnc2)c(C)n1-c1ccc(OCc2ccccc2F)cc1,5,1.3,1.2,-4,1,-6,-9,2,-2
O=C(CC1Oc2ccccc2NC1=O)NCCc1ccccc1 (stereo unspecified),4,-0.2,1.1,-3,10,7,-11,-23,-4
CCOC(=O)c1c(N)sc(C(C)=O)c1C,6,0.28,1.1,-9,5,-11,-26,8,0
COc1ccc(NC(=O)c2ccc(OC)cc2)cc1,4,-1,1.5,/,/,/,/,/,7
CCCCNC(=O)CCSc1nc2nc(C)cc(C)n2n1,8,0.5,1.1,49,9,14,1,-19,0[fluorescence artefact?]
O=c1c2oc3ccccc3c2ncn1Cc1ccccc1Cl,4,-0.43,/,-6,1,11,20,6,-7
CC(Nc1ccc(Cl)cc1)c1cc(Cl)ccc1O (stereo unspecified),8,-0.2,1.2,-4,2,-2,-18,-35,5
CCOC(=O)CSc1nc(C)c(C(C)=O)cc1C#N,10,1.1,1.3,-23,-13,16,-2,-9,16[fluorescence artefact?]
O=c1ccsn1Cc1ccccc1,0,0.061,1.2,3,8,-20,6,-73,-4
CCCn1c(OC)nc2c1c(=O)n(C)c(=O)n2C,4,-0.25,1,/,/,/,/,/,-4
CC(=O)CSc1nnc(Cc2ccc3c(c2)OCO3)o1,11,0.72,1.2,-9,-15,13,10,2,4[fluorescence artefact?]
CCOC(=O)CSc1nnc(Cc2ccc(OC)cc2)n1-c1ccccc1,2,0.036,1.1,4,6,2,-3,-27,6
COc1cccc(NC(=O)CCCn2c(=S)[nH]c3ccccc3c2=O)c1,-1,1.6,1.1,2,5,-3,20,-21,2
Cc1ccccc1NC(=O)CN1C(=O)COc2ccc(Cl)cc21,4,0.039,1.1,1,10,-4,1,-1,-5
CC(C)C(NS(=O)(=O)c1cccs1)C(=O)NCc1ccc2c(c1)OCO2 (stereo unspecified),3,0.74,1.1,/,/,/,/,/,4
Cc1cc(=O)oc2cc(OC(C)C(=O)N3CCOCC3)ccc12 (stereo unspecified),2,0.28,/,-24,3,6,-6,-4,0
CCC1Oc2ccccc2N(CC(=O)Nc2ccc3c(c2)OCCO3)C1=O (stereo unspecified),/,-0.53,1.2,5,4,0,-9,/,/
CCCc1ccc(OCc2ccc(C(=O)N/N=C/c3cccc([N+](=O)[O-])c3)o2)c(OC)c1,/,-0.88,/,9,-6,3,4,12,/
O=C1C=C(N(CCO)CCO)C2(CCCCC2)O1,6,0.43,1.3,-7,-5,9,-17,9,2
COc1ccc(CNC(=O)CSCc2cnn(-c3ccccc3)c2-n2cccc2)cc1,-1,0.21,1,-8,-16,-5,24,6,1
Cc1cc(C(=O)OCC(=O)Nc2cc(S(=O)(=O)N3CCOCC3)ccc2Cl)c(C)o1,/,-0.55,/,15,3,-20,-24,-15,/
CCOC(=O)N1CCC(NC(=O)c2cnn3ccccc23)CC1,3,-0.12,1.1,0,8,2,26,-17,-5
CCC(C)Sc1nc(C)nc2c1c(=O)n(C)c(=O)n2C (stereo unspecified),2,-0.046,1.1,/,/,/,/,/,1
Cc1nn(-c2ccccc2)c2sc(C(=O)NC3CC3)cc12,9,-0.42,1.3,-17,-17,12,7,15,3
COc1ccc(C(OC(=O)c2c(C)noc2C)C(=O)NC2CCCC2)cc1 (stereo unspecified),-4,0.032,1,-1,16,4,-15,-53,-4
CCn1cc(C(=O)NCCc2ccccc2)c(=O)c2cc(F)c(N3CCN(C)CC3)cc21,8,1.1,1.3,20,-14,9,32,-3,11
CS(=O)(=O)Nc1ccccc1C(=O)NC1CC2CCC1C2 (stereo unspecified),1,0.84,1,-1,0,-3,11,4,-12
C=CCNc1nc(NCC)nc(N2CCOCC2)n1,5,0.032,1.1,-4,-27,-13,-16,20,-8
COc1ccc(CN(C(=S)Nc2ccccc2)C2CC(=O)N(c3ccc(Cl)cc3)C2=O)cc1 (stereo unspecified),/,-0.021,/,0,8,5,-36,-11,/
CN(CC(=O)NC1CCCCC1)S(=O)(=O)c1cccc2nsnc12,8,-0.68,1.1,/,6,-2,-49,-24,12
CC1CN(c2nc3c(c(=O)n(Cc4ccc(Cl)cc4)c(=O)n3C)n2C)CC(C)O1 (stereo unspecified),3,0.93,1,13,31,4,30,36,2
Cc1cc(N)n2ncc(-c3ccccc3)c2n1,5,0.52,1.4,10,-7,0,12,/,13
CCCN1CCN(CCCNC(=O)Cn2nc(-c3ccc(C)cc3)ccc2=O)CC1,8,0.45,1.2,-9,13,-1,1,27,4
CCc1ccc(NC(=O)CSc2nc3n[nH]c(C)c3c(=N)n2-c2cccc(OC)c2)cc1,7,1.7,1,8,-14,6,/,-8,3
CCOc1ccc2[nH]c(C)c(CN3CCOCC3)c(=O)c2c1,9,0.35,1.1,76*,0,5,-18,-37,-8
COC(=O)c1ccc(CSc2nnc(NC(=O)c3cc4c(s3)CCCC4)s2)cc1,3,-0.096,1.3,8,7,10,-20,-3,-11
CCCCCCCCCc1nc(N)n[nH]1,/,/,/,18,-2,7,-67,-9,/
Cc1nnc(SCC(=O)NCCN2C(=O)CSC2=O)s1,-1,-0.048,1.1,13,2,-9,-14,-14,-6
Cn1c(CCc2ccccc2)nnc1SCC(=O)N1CCCC1,-7,0.11,1.1,-12,3,6,-22,-1,3

# Single records, as listed above. Order of screens: Candida biofilm	hDAT+cocaine	MT1-MMP txn act	cytoskel mod	VCAM1 TNFa inh	LYP inh 2	HUVEC tox IL1B	TNFa cytotox	Smad3 inh
# `Cc1cc(N)n2ncc(-c3ccccc3)c2n1` across the screens: 5	0.52	1.4	10	-7	0	12	/	13
# `O=C1C=C(N(CCO)CCO)C2(CCCCC2)O1` across the screens: 6	0.43	1.3	-7	-5	9	-17	9	2
# `Cc1nnc(SCC(=O)NCCN2C(=O)CSC2=O)s1` across the screens: -1	-0.048	1.1	13	2	-9	-14	-14	-6
# `O=c1c2oc3ccccc3c2ncn1Cc1ccccc1Cl` across the screens: 4	-0.43	/	-6	1	11	20	6	-7
# `Cc1ccccc1NC(=O)CN1C(=O)COc2ccc(Cl)cc21` across the screens: 4	0.039	1.1	1	10	-4	1	-1	-5

# (list continues)
SMILES,Candida biofilm,hDAT+cocaine,MT1-MMP txn act,cytoskel mod,VCAM1 TNFa inh,LYP inh 2,HUVEC tox IL1B,TNFa cytotox,Smad3 inh
Cc1csc(NC(=O)CNC(=O)OCc2ccccc2)n1,3,-0.26,1.2,4,4,10,-1,-18,-5[fluorescence artefact?]
O=C(CN(Cc1ccco1)C(=O)CNS(=O)(=O)c1ccc(F)cc1)NCCc1ccccc1,8,-0.32&-0.58,1.1,/,/,/,/,/,4
CCOC(=O)C(OC(=O)c1sc(=S)n(C)c1C)C(C)=O (stereo unspecified),5,0.57,0.9,-6,22,-10,4,12,7
Cc1cc(NC(=O)COC(=O)[C@H](Cc2c[nH]c3ccccc23)NC(=O)c2ccc(F)cc2)no1,3,-0.26,1.4,-11,12,5,-3,8,3[fluorescence artefact?]
Cc1ccccc1OCC(=O)N/N=C1\CCOc2c(C)cccc21,/,-0.28,/,-16,3,2,-5,6,/
CN(C)c1cc(=O)n2c(n1)SCCC2,1,-0.49,1,-12,8,-10,7,17,-12
COc1ccc(CNC(=O)C2CCCN2S(=O)(=O)c2ccc(C)cc2)cc1 (stereo unspecified),8,-0.06,1,12,5,-6,7,-31,4
COc1ccccc1CNc1ncnc2nc[nH]c12,2,-0.25,1.1,/,/,/,/,/,3
CCNc1nc(N)nc(Oc2ccc(OCC)nn2)n1,6,0.47,1.1,18,8,-5,-20,-25,-19
CCOc1ccc(NC(=O)CSc2nc3ccccc3c(=O)n2CCCC(=O)N2CCCC2)cc1,10,0.14,0.9,4,-13,-10,1,3,5
CCOc1cc(-c2nc(-c3ccccc3)c(-c3cc([N+](=O)[O-])ccc3C)[nH]2)ccc1O,5,-0.42,1.2,3,4,1,12,-10,3
Cc1ccc(-n2nnc3c(=O)n(Cc4cccc(C)c4)cnc32)cc1,-5,-0.15,1.1,1,12,-5,-12,-28,0
N#Cc1nc(-c2ccco2)oc1N1CCN(c2ccccc2)CC1,1,2,0.9,4,-18,0,-24,-20,-9
CCc1ccc(-c2nn[nH]n2)cc1,-3,0.17,1.1,-45,-8,-12,20,5,8
Cc1cccc(N/C(=N\S(=O)(=O)c2ccccc2)C(F)(F)F)c1,/,/,/,46,10,-1,-39,-42,/
COc1ccc(C2CC(C(F)(F)F)n3ncc(C(=O)NCC4CCCO4)c3N2)cc1OC (stereo unspecified),/,0.86,/,-7,11,1,-12,-17,/
Cc1ccc2nsnc2c1N(S(C)(=O)=O)S(C)(=O)=O,5,-0.12,1.2,/,/,/,/,/,7
CCn1cc(C(=O)NCCCN2CCC(C)CC2)c2cc(OC)c(OC)cc2c1=O,4,0.069,1.1,-30,21,5,-20,59,-2
CC(C)(C)C1CCC(=O)C(C2(O)C(=O)Nc3ccccc32)C1 (stereo unspecified),-2,-0.15,1.1,6,9,-11,-41,-15,-9
COc1ccc(NC(=O)CS(=O)CC(=O)Nc2ccc(OC)c(OC)c2)cc1 (stereo unspecified),5,0.31,1,0,9,-11,-7,-32,-5
Cc1ccc(-c2csc(N3CCC(C(N)=O)(N4CCCCC4)CC3)n2)cc1,1,-0.44,1.1,7,19,3,2,-3,6
Cc1ccc2c(c1)nnn2C1CCN(CC(=O)NCCc2nc3ccccc3[nH]2)CC1,6,0.58,1,-7,3,-9,0,-19,3
CCN1CCN(C(=O)c2ccc(COc3ccc(Cl)cc3)o2)CC1,8,1.2,1.1,24,5,4,-4,-16,6
Cc1ccc(-c2nnc(SC(C)C#N)n2N)cc1 (stereo unspecified),5,-0.51,1.1,-11,-11,-10,-14,12,-8
CCc1cc2cc(C)c(C)cc2nc1SCC(=O)NNC(=O)c1ccco1,/,0.58,/,-6,-33,8,11,/,/
O=C1CCCc2nn(-c3ccccc3)nc21,/,-0.12,1.5,-5,12,0,-21,1,-1
N#Cc1cn(-c2ccccc2)nc1-c1ccco1,4,0.21,1.2,-3,5,7,-17,5,-23
Cc1ccc(N(CC(=O)NCc2ccncc2)S(C)(=O)=O)cc1Cl,0,-0.24,1.2,-17,/,-2,-5,/,1
CC(=O)c1cc2c(cc1NS(=O)(=O)c1ccc(C)cc1)OCCO2,1,-0.78,1.1,-13,2,15,10,3,-1
CN1CCC(=NNC(=O)C(=O)Nc2ccccc2)CC1,/,-0.15,/,-2,5,-2,-34,-7,/
O=C(NC(=S)Nc1ccccc1N1CCCCC1)c1ccc(-c2cccc([N+](=O)[O-])c2)o1,10,-0.96,1.1,5,-26,4,-14,-27,-1
CCC(CC)NC(=O)c1cc(OC)c(OC)cc1[N+](=O)[O-],/,-0.98,/,16,-10,6,3,-1,/
O=C(c1cc(-c2ccc(O)cc2)on1)N1CCCc2ccccc21,11,/,1.3,-17,0,11,-4,3,4
